From PubChem BioAssay
PLAP inhibition – PLAP enzyme inhibitors, biochemical, luminescence, HTS (AID 690). purified PLAP, luminescent substrate; higher % means a stronger effect. inhibition, % at 20 µM; hits with a dose series show IC50 in µM. 96,000 compounds, 0.08% hits; in the data active = a potency from the dose series; inactive = the rest, 99 in 100 with inhibition below about 30%; note: strong numbers were not always called active
NFkB transloc inh – blocks IL-1B driven NFkB nuclear translocation in HUVEC cells; HUVEC IL-1B NFkB p65 nuclear translocation imaging; inhibition, % at 2 µM; 94,000 compounds, 0.43% hits; AID 796;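 active = inhibition above about 30% together with a positive call from visual inspection of the well image, limit read from the data; inconclusive = inhibition above a set limit but visual check negative; inactive = inhibition not above a set limit, visual check negative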;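 note: nuclear over cytoplasmic p65 intensity ratio measured by imaging; 0% = IL-1B stimulated DMSO wells and 100% = unstimulated DMSO wells; values of inactives mirror those of a sister screen read the other way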
MRP resist rev – MRP-mediated drug resistance reversal | H69AR cells + 2 uM doxorubicin, CellTiter-Glo, 72 h | differential viability (reversal), % at 10 µM | 85,000 compounds, 0.04% hits | AID 602;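 active = viability drop by adding the cancer drug above about 55%, with treated viability meeting a 40% cutoff, limit read from the data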;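 note: viability without doxorubicin minus viability with 2 µM doxorubicin for each compound; larger differential means the compound sensitizes cells more to doxorubicin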
Bcl-B displacement – displacers of TR3 peptide from Bcl-B, primary screen, selectivity assay for Bfl-1 inhibitor project, biochemical, fluorescence polarization | AID 748 | one-dose displacement, % at 20 µM; IC50 in µM for titrated hits | 96,000 compounds, 0.11% hits | FP displacement of FITC-TR3 peptide from Bcl-B; higher % means a stronger effect;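 active = displacement above 50% at 20 µM plus a fluorescence interference ratio under 1.5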;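 note: plate controls were wells without compound for no effect and wells lacking Bcl-B protein for full effect; a part of the inactive calls stands beside numbers as strong as those of hits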
NFkB transloc pot – enhances IL-1B driven NFkB nuclear translocation; HUVEC IL-1B NFkB p65 nuclear translocation imaging; activation, % at 2 µM; 94,000 compounds, 0.3% hits; AID 819;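 active = activation above 40%, about the mean plus 3 SD, also judged a hit on visual image review; inconclusive = activation above 40% but not a hit on visual review; inactive = activation not above 40% and no visual hit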;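 note: percent activation is computed from the nuclear over cytoplasmic p65 intensity ratio; values of inactives mirror those of a sister screen read the other way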
MRP resist rev cytotoxicity – also measured in MRP resist rev; calls as there; viability, %; H69AR cells, CellTiter-Glo, 72 h; measured here: cytotoxicity without doxorubicin
MRP resist rev with doxorubicin – also measured in MRP resist rev; calls as there; viability, %; measured here: viability with 2 uM doxorubicin; hits give low values
NFkB transloc inh cell count 2 µM – further read-out of NFkB transloc inh, marked with its call; cell count; measured here: cells passing quality filter;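 raw number of nuclei counted in each imaged well without normalization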
NFkB transloc pot cell count 2 µM – further read-out of NFkB transloc pot, marked with its call; cell count; measured here: cells passing quality filter
* = called active by the depositor; ? = inconclusive; / = no result given.

SMILES	PLAP inhibition	NFkB transloc inh	NFkB transloc inh cell count 2 µM	MRP resist rev	MRP resist rev cytotoxicity	MRP resist rev with doxorubicin	Bcl-B displacement	NFkB transloc pot	NFkB transloc pot cell count 2 µM
CCCn1c(NC(=O)c2ccco2)nc2ccccc21	-47.0%	/	/	/	/	/	-3.6%	/	/
CN(C)c1nc(N(C)C)nc(N(C#N)CCOc2ccccc2)n1	/	-9.8	110	6.3	87.9	81.6	/	9.8	110
Cn1c(CCNC(=O)c2ccccc2)nc2cc(NC(=O)C3CCCCC3)ccc21	12.6%	-10.4	65	8.5	70.6	62.1	-14.5%	10.4	65
CCOC(=O)N1CCN(S(=O)(=O)c2cc(Br)cc3c2N(C(=O)C2CC2)CC3)CC1	-22.1%	/	/	-11.4	63.2	74.6	0.7%	/	/
CCn1cc(C(=O)OCc2cccc(Br)c2)c(=O)c2ccc(C)nc21	28.0%	-11.5	108	9.2	100.1	91.0	-0.8%	11.5	108
CN(C)S(=O)(=O)N(CC(=O)Nc1ccccc1C(F)(F)F)c1ccccc1	-19.8%	-1.2	141	19.9	89.0	69.1	5.7%	1.2	141
O=C(CCl)Nc1ccccc1Sc1ccc(Cl)cc1	-5.9%	2.8	146	/	/	/	2.0%	-2.8	146
Cn1nc(C(=O)NCC2CCCO2)c2ccccc2c1=O (stereo not given)	4.9%	-15.8	176	10.8	102.9	92.1	6.3%	15.8	176
CC(C)(C)C1CCC(OC(=O)c2ccncc2)CC1 (stereo not given)	7.1%	-7.7	208	-15.6	102.7	118.3	-2.2%	7.7	208
Cc1cccc(-c2nnc(SCc3ccccc3)o2)c1	-2.4%	6.9	155	18.7	95.7	77.0	-8.7%	-6.9	155
O=C(CSc1nnc(-c2cccnc2)n1-c1ccccc1)N1CCN(c2ccc(F)cc2)CC1	-68.0%	4.6	160	15.7	45.7	30.1	-7.5%	-4.6	160
Cc1ccc(NC(=O)CCC(=O)OC(C(=O)c2ccc(C)c(C)c2)c2ccccc2)c(C)c1 (stereo not given)	13.4%	-1.9	148	/	/	/	6.5%	1.9	148
COc1cccc(-n2nnc3c(=O)n(CC(=O)N4CCC(Cc5ccccc5)CC4)cnc32)c1	1.8%	-3.3	70	10.0	29.8	19.8	-8.3%	3.3	70
CCOC(=O)CN1C(=O)C(Sc2n[nH]c(-c3ccc(O)cc3)n2)CCc2ccccc21 (stereo not given)	-11.1%	-5.1	146	/	/	/	2.9%	5.1	146
O=C(c1cc2n(n1)C(C(F)(F)F)CC(c1ccco1)N2)N1CCN(c2ccccn2)CC1 (stereo not given)	-57.5%	/	/	13.4	95.8	82.3	-3.8%	/	/
CSc1nnc(-c2sccc2OCc2ccc(C)cc2)n1C	12.6%	-3.1	126	/	/	/	-9.9%	3.1	126
COc1ccccc1N1CCN(C(=O)CSc2nc3ccccc3[nH]2)CC1	-71.2%	-1.6	163	-7.0	80.4	87.3	-1.2%	1.6	163
CCN(c1ccccc1)S(=O)(=O)c1ccc(OCC(=O)Nc2cc(C)on2)cc1	-3.6%	14.1	148	8.5	97.7	89.2	-4.0%	-14.1	148
CCOC(=O)C1=C(C)N=C2SC(C)C(=O)N2C1c1ccc(OC(C)=O)c(OCC)c1 (stereo not given)	-40.1%	-11.5	55	1.5	103.2	101.7	-3.1%	13.8	55
CCOc1ccc(Cl)cc1/C=N/O	10.1%	-5.7	78	-3.4	102.3	105.7	6.9%	5.7	78
COc1ccc(N(CC(=O)NCc2ccco2)S(C)(=O)=O)cc1	-8.5%	-2.6	106	18.3	99.5	81.2	-1.0%	2.6	106
O=[N+]([O-])c1ccc(/C=N\N2CCN(c3ccc(Cl)cc3)CC2)cc1	-1.9%	-18.0	112	/	/	/	11.7%	18.0	112
COc1cccc(Nc2nc(N)nc(C(F)(F)F)n2)c1	17.4%	-18.4	128	8.0	81.4	73.4	-1.6%	18.4	128
CC(=O)N1CCN(c2ccc(NC(=O)c3ccc(C)cc3)cc2)CC1	-16.9%	-1.1	123	-26.3	82.3	108.6	-7.2%	1.1	123
N=c1n(CCO)c2ccccc2n1CCOc1ccccc1	1.7%	-7.9	79	4.4	96.2	91.8	0.8%	7.9	79
Cc1cccc(N2C(=O)CC(N3CCOCC3)C2=O)c1 (stereo not given)	6.3%	/	/	-4.6	101.2	105.7	-2.6%	/	/
O=C(CCNS(=O)(=O)c1ccccc1C(F)(F)F)NCc1ccc2c(c1)OCO2	13.7%	-21.6	160	/	/	/	4.0%	21.6	160
COc1ccc(-c2nc(C3CCCCC3)no2)cc1OC	-27.8%	-1.9	166	/	/	/	1.8%	1.9	166
CC(C)C(=O)Nc1cc(C(F)(F)F)ccc1N1CCOCC1	-12.5%	-42.1	142	8.9	86.6	77.6	9.9%	?	/
COc1cc(/C=C/C(C)=O)cc(OC)c1OC	13.0%	-14.1	59	-12.1	64.3	76.3	11.9%	14.1	59
CCCc1nc2scc(-c3ccccc3)c2c(=O)n1N	0.8%	3.5	141	/	/	/	4.8%	-3.5	141
COc1cc(S(=O)(=O)NCCN2CCOCC2)c(OC)cc1Cl	-25.5%	-20.4	153	-9.2	98.0	107.2	-1.4%	20.4	153
O=C(Nc1ccc2c(c1)nc1n2CCN(C2CCCCC2)C1)NC1CCCCC1	-31.0%	6.5	115	/	/	/	75.3%	-6.5	115
O=S(=O)(/N=C(/Nc1cccc2ccccc12)c1ccccc1)c1cccs1	-47.8%	4.8	97	/	/	/	1.6%	-4.8	97
C=CCNc1nc(N2CCOCC2)nc(N2CCOCC2)n1	/	-10.8	124	-4.5	89.4	93.9	/	10.8	124
COc1cc(OC)nc(NC2OC(=O)c3ccccc32)n1 (stereo not given)	-10.9%	-1.3	177	1.0	95.9	94.9	-6.5%	1.3	177
O=C1C(c2ccc(F)cc2)N(Cc2ccc3c(c2)OCO3)C(=O)CN1C1CCCC1 (stereo not given)	10.4%	-6.1	200	0.8	76.3	75.5	-4.3%	6.1	200
COc1ccc(OCCCC(=O)N2CCCc3ccccc32)cc1	-33.2%	0.2	85	2.4	101.8	99.3	-3.1%	-0.2	85
O=C(c1cccc(C(F)(F)F)c1)N1CCCC1	25.9%	-7.3	188	-0.7	97.9	98.6	-5.2%	7.3	188
Cn1c2c(c(=O)n(C)c1=O)C(CC(=O)Nc1ccccc1)C(=O)N2 (stereo not given)	9.5%	-18.4	108	-5.3	86.6	91.9	3.6%	18.4	108

One compound at a time, from the list above:
Profile of Cn1c2c(c(=O)n(C)c1=O)C(CC(=O)Nc1ccccc1)C(=O)N2 (stereo not given) : PLAP inhibition = 9.5%; NFkB transloc inh = -18.4; NFkB transloc inh cell count 2 µM = 108; MRP resist rev = -5.3; MRP resist rev cytotoxicity = 86.6; MRP resist rev with doxorubicin = 91.9; Bcl-B displacement = 3.6%; NFkB transloc pot = 18.4; NFkB transloc pot cell count 2 µM = 108
Profile of O=S(=O)(/N=C(/Nc1cccc2ccccc12)c1ccccc1)c1cccs1 : PLAP inhibition = -47.8%; NFkB transloc inh = 4.8; NFkB transloc inh cell count 2 µM = 97; MRP resist rev = /; MRP resist rev cytotoxicity = /; MRP resist rev with doxorubicin = /; Bcl-B displacement = 1.6%; NFkB transloc pot = -4.8; NFkB transloc pot cell count 2 µM = 97

Entries shown so far containing a thiophene ring, fused or not (3):
SMILES	PLAP inhibition	NFkB transloc inh	NFkB transloc inh cell count 2 µM	MRP resist rev	MRP resist rev cytotoxicity	MRP resist rev with doxorubicin	Bcl-B displacement	NFkB transloc pot	NFkB transloc pot cell count 2 µM
CSc1nnc(-c2sccc2OCc2ccc(C)cc2)n1C	12.6%	-3.1	126	/	/	/	-9.9%	3.1	126
CCCc1nc2scc(-c3ccccc3)c2c(=O)n1N	0.8%	3.5	141	/	/	/	4.8%	-3.5	141
O=S(=O)(/N=C(/Nc1cccc2ccccc12)c1ccccc1)c1cccs1	-47.8%	4.8	97	/	/	/	1.6%	-4.8	97

(list continues)
SMILES	PLAP inhibition	NFkB transloc inh	NFkB transloc inh cell count 2 µM	MRP resist rev	MRP resist rev cytotoxicity	MRP resist rev with doxorubicin	Bcl-B displacement	NFkB transloc pot	NFkB transloc pot cell count 2 µM
COc1cccc(C2N(c3ccc(Cl)cc3)C(=O)C3CCCN32)c1 (stereo not given)	/	-5.8	87	/	/	/	/	5.8	87
Cc1ccc(OCc2nc(C#N)c(NCc3ccco3)o2)cc1	-2.8%	2.0	136	-3.9	99.1	103.1	-68.4%	-2.0	136
Cc1onc(-c2ccccc2Cl)c1C(=O)N(C)C1CCCCC1	-25.0%	10.2	193	0.4	84.3	83.9	1.4%	-10.2	193
CN1CCc2c(sc3c2C(=O)NC(c2cn(Cc4ccccc4)c4ccccc24)N3)C1 (stereo not given)	22.0%	-13.9	137	-9.9	3.4	13.3	80.3%	13.9	137
COc1ccc(N2CCN(c3ccc(NC(=O)c4ccc5c(c4)OCO5)cc3C#N)CC2)cc1	-4.0%	/	/	-2.9	99.0	102.0	7.1%	/	/
CCSc1nnc(NC(=O)Cc2ccccc2OC)s1	6.1%	-4.2	149	0.4	87.3	86.9	0.1%	4.2	149
COC(=O)CNC(c1ccccc1)c1cc(C)ccc1NC(=O)CNC(=O)OCc1ccccc1 (stereo not given)	-91.3%	-8.4	186	/	/	/	1.6%	8.4	186
CCc1cc2c(NC(C(=O)O)C(C)C)ncnc2s1 (stereo not given)	-15.3%	1.5	150	0.6	86.2	85.5	-7.3%	-1.5	150
O=C(NCc1cccnc1)c1ccc2c(c1)OCO2	0.7%	-7.0	107	/	/	/	9.0%	7.0	107
Cc1ccc(SCC(=O)Nc2ccc(N3CCN(C)CC3)c(F)c2)cc1	-19.6%	13.4	170	/	/	/	4.5%	-13.4	170
O=C(O)c1ccc(NC(=S)NC(NC(=O)c2ccco2)C(Cl)(Cl)Cl)cc1 (stereo not given)	-12.9%	/	/	-1.4	94.7	96.1	9.4%	/	/
O=[N+]([O-])c1ccc(S(=O)(=O)Nc2ccc(-c3csc(-c4ccccc4)n3)cc2)cc1	-7.1%	-2.0	146	/	/	/	2.1%	2.0	146
O=C(NCCN1CCOCC1)c1cc(-c2cccs2)on1	/	10.1	155	/	/	/	/	-10.1	155
CCOC(=O)c1sc2nc(SCC#N)n(CC3CCCO3)c(=O)c2c1C (stereo not given)	11.5%	/	/	8.3	87.2	78.8	-23.0%	/	/
CCN(CC)c1ccc(/C=N/N2CCN(Cc3ccc(C)cc3)CC2)c(O)c1	1.3%	-1.5	121	/	/	/	-4.2%	1.5	121
COc1cc(-c2nc(-c3ccccc3)c(-c3cc([N+](=O)[O-])ccc3C)[nH]2)cc(OC)c1OC	/	-27.9	120	1.5	52.8	51.3	/	27.9	120
COC(=O)C(Cc1ccc(OC(=O)c2ccc(C(F)(F)F)cc2)cc1)N1Cc2ccccc2C1=O (stereo not given)	-20.5%	1.4	164	/	/	/	-7.6%	-1.4	164
O=C(NCCC1=CCCCC1)C1CCCN(S(=O)(=O)c2cnc[nH]2)C1 (stereo not given)	1.3%	9.4	191	9.0	88.6	79.6	-6.8%	-9.4	191
CC(/C=N/NC(=O)Cc1cc(=O)[nH][nH]1)=C\c1ccccc1	-19.3%	-3.8	177	/	/	/	-9.3%	3.8	177
Cc1ccc(SCC2(O)CCN(C(=O)c3ccc(Cl)cc3)CC2)cc1	-4.2%	-3.5	133	/	/	/	1.1%	3.5	133
Cc1cccc(-c2c3c(=O)n(C)c(=O)n(C)c3c3cccnn23)c1	-7.1%	4.2	120	-12.8	68.3	81.0	10.3%	-4.2	120
C(=C\c1ccccc1)/C=N/Nc1nc2ccccc2s1	-27.3%	/	/	/	/	/	-12.0%	/	/
NC(=O)C1(N2CCCCC2)CCN(CC(=O)Nc2ccccc2Sc2ccccc2)CC1	-16.1%	7.3	117	/	/	/	-1.9%	-7.3	117
COc1ccc(-c2nnc(SCC(=O)NC3CCCCC3)o2)cc1OC	-6.5%	2.6	147	5.7	86.6	81.0	-3.3%	-2.6	147
Cn1c(N2CCCC2)nc2c1c(=O)n(Cc1cccc(F)c1)c(=O)n2C	-12.7%	10.4	141	/	/	/	28.1%	-10.4	141
O=C(CN1CCSCC1)N1CCc2[nH]c3ccc(Br)cc3c2C1	-42.5%	-3.3	117	10.0	82.4	72.4	4.6%	3.2	117

An excerpt; the hit share may differ from the screen's.
